High-throughput results deposited in PubChem BioAssay by Small Molecule Screening Facility, UW Madison.
SSB-PriA inh – inhibitors of Klebsiella pneumoniae PriA binding to SSB C-terminal tail; 0.6% of 430,000 active; AlphaScreen SSBct-PriA binding, biotinylated peptide; AID 1272365; inhibition, % at 33 µM; in the data active means inhibition mostly above about 37%, no sharp cut-off; inactive means mostly below about 20%;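 further: plate controls were negative control peptide for no effect and reference peptide for full effect; strong numbers were not always called active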
* hit, by the source's call; & = joins results of further samples.

SMILES	SSB-PriA inh
COc1cc(OC)c(Nc2nc3c(S(=O)(=O)c4ccccc4)nnn3c3ccccc23)cc1Cl	-8.0
Cn1cnc(S(=O)(=O)N(Cc2cccs2)Cc2cccn2C)c1	3.0
COc1cccc2sc(Nc3nc4c(s3)C(=O)CC(C)(C)C4)nc12	2.0
COc1ccc(C=NNC(=O)CNC(=O)c2ccc(S(=O)(=O)N3CCOCC3)cc2)c(OC)c1	12.0
CN(C)S(=O)(=O)c1ccc(C(=O)Nc2c(C(=O)Nc3ccc(F)c(F)c3)oc3ccccc23)cc1	-9.0
Cc1nc2ccccc2c(=O)n1N=Cc1ccccc1O	-12.5
O=C(NCC1CCN(Cc2ccco2)CC1)c1ccc(F)cc1	2.0
COC(=O)NN=C(C)c1ccc(-n2ccnc2)cc1	-23.3
COc1ccc(CNC(=O)C2(c3cccs3)CCCC2)cc1	-14.0
NC(=S)N/N=C\c1cccc(Br)c1	16.0

Structures from the list above that contain two or more sulfur atoms:
SMILES	SSB-PriA inh
Cn1cnc(S(=O)(=O)N(Cc2cccs2)Cc2cccn2C)c1	3.0
COc1cccc2sc(Nc3nc4c(s3)C(=O)CC(C)(C)C4)nc12	2.0

The list goes on:
SMILES	SSB-PriA inh
CSc1ccccc1C(=O)OCc1cc(-c2ccc(F)cc2F)on1	-6.0
C=CCOc1ccc(C(O)=C2C(=O)C(=O)N(CCN3CCOCC3)C2c2ccc(C)cc2)cc1 (stereo not given)	2.5
O=C(CSc1nnc(CNC(=O)c2cccs2)n1-c1cccc(C(F)(F)F)c1)Nc1ccccc1F	-10.0
COc1ccc(CNC(=O)NC2CCCC(O)C2)cc1OC (stereo not given)	-1.0
COc1ccccc1NS(=O)(=O)c1ccc(NN=Cc2c(C)nn(-c3ccccc3)c2N2CCCC2)c([N+](=O)[O-])c1	2.0
COc1ccc(CC(=O)NC[C@H]2CCCN2c2ccccc2)cc1OC	7.0
COc1ccc(-c2cc(=O)n(CC(=O)NCCc3ccc(S(N)(=O)=O)cc3)cn2)cc1	-9.0
COC(=O)c1ccc(C)c(-n2c(N)c(C(=O)NCc3ccco3)sc2=S)c1	31.0
Cc1cc2ncn(C[C@@H](O)CN(C)c3ccccc3)c2cc1C	-6.0
O=C(NCC(c1cccs1)N1CCOCC1)C(=O)Nc1ccon1 (stereo not given)	8.0
CS(=O)(=O)N1N=C(c2ccsc2)CC1c1ccco1 (stereo not given)	-31.0
COc1ccccc1CNC(=O)CC(C)=NNC(=O)Cc1ccc(OC)c(OC)c1	-34.8
CSc1ccc([C@@H](O)CNC(=O)c2ccsc2)cc1	6.0
COc1ccc(-c2[nH]ncc2-c2nc(-c3cccs3)no2)cc1OC	15.0
O=C(Nc1nn[nH]n1)c1ccc(Cl)c(S(=O)(=O)N2CCOCC2)c1	6.0
CCOC(=O)c1csc(NC(=O)c2ccnn2C)n1	-4.0
CCOc1ccc2oc(C)c(C(=O)Nc3ccc(OC)cc3OC)c2c1	-13.0
CCN(CC)S(=O)(=O)c1ccc(C(=O)NCCOc2cc(C)cc(C)c2)cc1	-15.0
COc1ccc(CN2C(=O)c3ccccc3C(C=NOCc3ccc(C)cc3)C2=O)cc1 (stereo not given)	-18.0
Cc1ccc(C(=O)ON=C2CCS(=O)(=O)c3sccc32)cc1	-13.4

Four structures already listed, ordered by length of the SMILES, descending.
SMILES	SSB-PriA inh
CN(C)S(=O)(=O)c1ccc(C(=O)Nc2c(C(=O)Nc3ccc(F)c(F)c3)oc3ccccc23)cc1	-9.0
COc1ccc(-c2cc(=O)n(CC(=O)NCCc3ccc(S(N)(=O)=O)cc3)cn2)cc1	-9.0
O=C(NCC(c1cccs1)N1CCOCC1)C(=O)Nc1ccon1 (stereo not given)	8.0
O=C(NCC1CCN(Cc2ccco2)CC1)c1ccc(F)cc1	2.0

Next part:
SMILES	SSB-PriA inh
CN(C)S(=O)(=O)c1ccc(C(=O)N2CCc3nc(NC(=O)C4CCCO4)sc3C2)cc1 (stereo not given)	-4.0
NNc1ccc(S(=O)(=O)C(F)(F)F)cc1[N+](=O)[O-]	21.0
CCN1C(=O)c2cccc3c(NC(=O)c4ccc(S(=O)(=O)N(C)C5CC5)cc4)ccc1c23	7.0
CCOc1ccc(N2C[C@@H](CNS(=O)(=O)c3cccc(C(F)(F)F)c3)CC2=O)cc1	-15.0
COC(=O)c1ccc(NCC(=O)c2ccc(OC)cc2)cc1	-1.0
CSc1cccc2sc(N(Cc3cccnc3)C(=O)CCCSc3ccccc3)nc12	-33.0
CCOc1cccc2sc(N(Cc3cccnc3)C(=O)COc3ccccc3F)nc12	3.0
COc1ccc(OC)c(Nc2nc(CC(=O)Nc3ccc(C)cc3)cs2)c1	31.0*
COc1ccccc1N1CCN(N=Cc2cccnc2)CC1	12.7
O=C(CSc1nnc(CCc2nc3ccccc3[nH]2)o1)N1CCN(c2ccccc2F)CC1	1.0

Filtered by structure: the entries above containing a nitro group on carbon.
SMILES	SSB-PriA inh
COc1ccccc1NS(=O)(=O)c1ccc(NN=Cc2c(C)nn(-c3ccccc3)c2N2CCCC2)c([N+](=O)[O-])c1	2.0
NNc1ccc(S(=O)(=O)C(F)(F)F)cc1[N+](=O)[O-]	21.0

More results.
SMILES	SSB-PriA inh
O=S(=O)(c1ccccc1C(F)(F)F)N1CCN(c2ncnc3c2nnn3-c2ccccc2)CC1	-1.0
CC(=NOCc1ccc(C#N)cc1)c1ccc(S(=O)(=O)N(C)C)cc1	-2.4
Cc1ncc(CO)c(C=NNC(=S)Nc2ccc(F)cc2)c1O	57.4
O=C(NCCn1ncc2c(N3CCOCC3)ncnc21)c1cccc(Cl)c1	3.0
O=C(O)Cc1csc(NC(=O)c2ccc[nH]c2=O)n1	-16.0
Cc1ccc(C(N)=NOC(=O)N2CCOCC2)cc1	6.9
COc1ccc(CCNC(=O)NCCn2nc(C(F)(F)F)n(C)c2=O)cc1	-2.0
O=C(c1cccc(C(F)(F)F)c1)N1CC(n2cc(COc3ccccc3)nn2)C1	-15.0
COc1cc(S(=O)(=O)NCC2CCCO2)c(C)cc1C (stereo not given)	3.0
NC(=S)N/N=C\c1ccc(OC(=O)c2cccnc2)cc1	-8.0
O=C(COc1ccc(Cl)cc1Cl)NCC[C@H](O)c1ccoc1	-1.0
CN(CC1COCCO1)C(=O)CN1C(=O)c2ccccc2C1=O (stereo not given)	-13.0
CO[C@@H](CNC(=O)c1ccc2ncsc2c1)c1ccccc1Cl	-14.0
CCNc1ccc(C(=O)NN=Cc2c(C)nn(-c3ccccc3)c2N2CCCC2)cc1[N+](=O)[O-]	6.0
Clc1cc2c(c3ncccc13)OCN(Cc1cccnc1)C2	101.0*
Cc1cc(Nc2ccc(S(=O)(=O)Nc3cc(C)on3)cc2)c2ccc(C(F)(F)F)cc2n1	-7.0&13.0
COc1cccc(CNC(=O)c2c(O)nc3c(C)cccn3c2=O)c1	-8.0
O=c1c2ccccc2c(C=NNS(=O)(=O)c2ccccc2)c(O)n1-c1ccccn1	-11.7
N#CCn1cnc2c(-c3ccccc3)csc2c1=O	-11.0&0.0
O=C(O)c1cccc(-n2cccn2)c1	-6.0
COC(=O)c1sc2ccccc2c1NC(=O)CN1C(=O)CCC1=O	2.0
COc1ccc(CCC(=O)N2CCCSCC2CN(C)C)cc1 (stereo not given)	-6.0
CN(C)S(=O)(=O)c1ccc(C(=O)NCc2nnc(SCC(=O)N3CCCc4ccccc43)n2-c2ccc(F)cc2)cc1	4.0
O=C(Cc1cccs1)NCC#CCOc1ccc2c(c1)OCO2	-2.0
COc1ccc2sc(N(Cc3ccccc3)C(=O)c3ccc(S(=O)(=O)N(C)C)cc3)nc2c1	-10.0
O=C(CCCS(=O)(=O)c1ccccc1)Nc1nc2c(F)cccc2s1	1.0
COc1ccc(CNC(=O)Cc2cc(-c3ccc(Cl)cc3)on2)cc1	-13.0
Cc1cc([C@@H](O)CCNC(=O)c2ccc(Cl)s2)c(C)o1	-14.0
Cc1cc(=O)[nH]c(NN=Cc2ccc(Cl)cc2Cl)n1	-12.6
Nc1nc2ccc(S(=O)(=O)N3CCOCC3)cc2s1	-1.0&1.0

As a working copy, six of the compounds above.
SMILES	SSB-PriA inh
COc1ccc(CCC(=O)N2CCCSCC2CN(C)C)cc1 (stereo not given)	-6.0
CN(C)S(=O)(=O)c1ccc(C(=O)NCc2nnc(SCC(=O)N3CCCc4ccccc43)n2-c2ccc(F)cc2)cc1	4.0
O=C(Cc1cccs1)NCC#CCOc1ccc2c(c1)OCO2	-2.0
COc1ccc2sc(N(Cc3ccccc3)C(=O)c3ccc(S(=O)(=O)N(C)C)cc3)nc2c1	-10.0
O=C(CCCS(=O)(=O)c1ccccc1)Nc1nc2c(F)cccc2s1	1.0
COc1ccc(CNC(=O)Cc2cc(-c3ccc(Cl)cc3)on2)cc1	-13.0

Next structures:
SMILES	SSB-PriA inh
O=C(CSc1nc2ccccc2[nH]c1=O)Nc1ccccc1C(=O)c1ccccc1	-8.0
CCCS(=O)(=O)NCc1ccnc(-c2cccs2)c1	-16.0
Cc1cc(CN2CCC(CNC(=O)Cc3ccc(SC(C)C)cc3)CC2)c(C)o1	1.0
CCON=C(C)c1c(O)cc(C(C)(C)C)n(-c2ccccc2)c1=O	-1.8
NC(=NOC(=O)COc1ccccc1)c1ccncc1	-5.5
COCC(C)NC(=O)C(=O)Nc1ccc2c(c1)OCCO2 (stereo not given)	2.0
O=C(c1cc2ccccc2s1)N1CCSC(c2ccccc2Cl)CC1 (stereo not given)	-4.0
CS(=O)(=O)N1CCCC1C(=O)Nc1ccc(Br)cc1C(=O)c1ccccc1Cl (stereo not given)	-19.0
CC(=NNC(=O)c1ccc(C)cc1C)c1ccc2c(c1)Nc1ccccc1S2	10.4
COc1cccc(OCCn2c(C)c(C=Nn3cnnc3)c3ccccc32)c1	-5.3
Cn1c(C2CCC(CNC(=O)c3c[nH]c4ccccc34)CC2)nc2ccccc21 (stereo not given)	-6.0
CCOc1ccc2nc(N(Cc3ccccn3)C(=O)c3ccccc3SC)sc2c1	-6.0
COc1ccc(Cl)cc1NC(=O)CSc1ncc(S(=O)(=O)c2ccc(C)c(C)c2)c(N)n1	1.0
COc1ccc(OC)c(C(=O)Nc2ncc(S(=O)(=O)c3ccc([N+](=O)[O-])cc3)s2)c1	5.0
Cc1cc(C)n(CC2CCN(Cc3cccc(C(F)(F)F)c3)CC2)n1	-13.0
Cn1nc(CNC(=O)c2ccsc2)cc1-c1ccncc1	7.0
Cc1nc(SCc2cccc(Cl)c2)[nH]c(=O)c1CC(=O)NCCc1ccc(F)cc1	0.0
CCOC(=O)C1CCCN(C(=O)CCCSc2ccc(NC(=O)C3CC3)nn2)C1 (stereo not given)	-13.0
COc1ccc(C=NN2CCOCC2)cc1O	-1.5
CCCCc1ccc(NC(=O)Cn2ccn(-c3ccc(OC)cc3)c2=O)cc1	-15.0
CCCOc1cccc(C=NNC(=O)c2csc(C)c2C)c1	0.8
O=C(Cc1ccc(Br)cc1)NCc1cccc(Oc2ccccn2)c1	-6.0
O=C(CN1CCC(c2nc3ccccc3[nH]2)CC1)N1N=C(c2cccs2)CC1c1ccc(F)cc1 (stereo not given)	19.0
CCc1ccc(S(=O)(=O)Nc2ccc(-c3csc4nc(C)cc(=O)n34)cc2)cc1	-1.0
c1cnc2c(SSc3cccc4cccnc34)cccc2c1	55.6
CNC(=O)Cn1nnn(-c2ccc(NC(=O)C3(c4cccs4)CCCC3)cc2)c1=O	-3.0
COC(C)(CNC(=O)C1COc2ccccc2O1)c1ccccc1F (stereo not given)	0.0
N#Cc1ccccc1S(=O)(=O)N1CCC(N2CCC(Oc3nccs3)CC2)CC1	8.0
CS(=O)(=O)c1cccc2sc(N3CCNCC3)nc12	-6.0
CCOc1ccc(-c2cccc(NC(=O)NCc3ccccc3)c2)nn1	1.0
COc1ccc(S(=O)(=O)N2CCC(C(=O)Nc3nc4c(s3)CC(C)CC4)CC2)cc1 (stereo not given)	0.0
O=C(CSc1ccc(F)cc1)Nc1nc(-c2ccc(Cl)s2)cs1	-9.0
CC(=O)Nc1ccc(N(CC(O)CON=C2c3ccccc3-c3ccccc32)S(C)(=O)=O)cc1 (stereo not given)	-4.0
Cc1ccccc1-c1nnc(NC(=O)c2c(F)cccc2F)s1	-4.0
Cc1cc(NC(=O)COc2ccc3ccccc3c2)ccc1N1CCCCC1=O	9.0
O=C(NCC1CCCN1c1ccccc1)c1c[nH]c2ccccc12 (stereo not given)	53.0*
O=C(NC1c2ccccc2-c2ccccc21)c1cccc([N+](=O)[O-])c1	-2.0
Cc1nc(N2CCN(C(=O)c3ccoc3)CC2)cc(C(F)(F)F)n1	-17.0
O=C(CSC1CCCC1)N1CCOC(c2ccccc2)C1 (stereo not given)	-9.0
NC(=O)Cn1nc2ccc(SCc3ccc(Cl)cc3)nn2c1=O	-19.0
CC1=CC(C)=NC2=C(c3ccccc3)S/C(=C3/C(=O)N(C)C(=S)N3C)N12	-1.0
COc1ccc(-c2nn(CCC(=O)O)cc2C=NNC(N)=S)cc1	-2.0
Cn1c(=O)c2c(=S)nc(-c3cccs3)[nH]c2n(C)c1=O	-10.0
O=C(Nc1ccc(S(=O)(=O)Nc2ncccn2)cc1)c1ncc(-c2ccc(F)cc2)o1	-3.0
C=CCn1c(SCC(=O)Nc2sc3c(c2C(=O)OC)CCC3)nc2scc(-c3ccc(C)o3)c2c1=O	-7.0
COc1ccc(-c2csc(-n3nc(C)cc3NC(=O)c3ccccc3C(F)(F)F)n2)cc1OC	-13.0&5.0
COc1ccc(CCNC(=O)c2ccc(Cn3c(C)nc4ccccc43)o2)cc1	-23.0
Cn1c(SCC(=O)NC2CCCC2)nc2c(-c3ccccc3)csc2c1=O	-10.0
CCCCNC(=O)C(=O)NN=Cc1ccc(OCC(=O)Nc2cccc(OC)c2)c(OC)c1	-0.7
COc1ccc(-c2nc3ccccc3n2Cc2ccccc2Cl)cc1	7.0
Further entries:
SMILES	SSB-PriA inh
CCOC(=O)c1cc[n+](CC(=O)c2cccs2)cc1	-4.0
CCOC(=O)c1sc(-c2ccccc2)cc1NC(=O)/C=C/c1ccccc1	-2.0
O=C(Cn1c2c(c(=O)n(C3CCCCC3)c1=O)CCC2)Nc1nc2ccccc2[nH]1	-9.0
Cc1ccc(N2CC(c3nc(-c4ccccc4F)no3)CC2=O)cc1 (stereo not given)	-25.0
Cc1nc2cc(NC(=O)C3CCCN(S(C)(=O)=O)C3)ccc2s1 (stereo not given)	2.0
COc1cccc(CSc2nc(CC(=O)NC3CCCC3)cc(=O)[nH]2)c1	-11.0

Only part of the results is shown (hit frequency here may not be typical).
